Compound activity: PubChem BioAssay, National Center for Advancing Translational Sciences (NCATS)
Pol eta inh: qHTS for Inhibitors of Polymerase Eta; 390,000 compounds, 1.2% hits; Potency, µM (highest dose often 114 µM), for the others: at the top dose activity change, negative = inhibition, actives largely listed as inhibitors; recombinant Pol eta, fluorescent DNA replication assay; DNA polymerase eta (Homo sapiens), Q9Y253; note: potency is the fitted concentration of half-maximal effect; % is set by controls: 0 for no effect and ±100 for the full control effect
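Pol eta (10 nM) was preincubated with compounds for 15 min at room temperature, after which fluorescent replication substrate (50 nM final) was added to start the reaction. Fluorescence was read kinetically at 0 and 10 min.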
APE1 inh: qHTS Assay for Inhibitors of the Human Apurinic/apyrimidinic Endonuclease 1 (APE1); DNA repair nuclease/redox regulator APEX1 (Homo sapiens), P27695; recombinant APE1, TAMRA/BHQ-2 abasic DNA cleavage fluorescence; Potency, µM (titrated, usually from 65.8 µM), inactives show at the top dose activity change, negative = inhibition, actives largely listed as inhibitors; 350,000 compounds, 0.35% hits; AID 2517, 2012;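 note: potency is the fitted concentration of half-maximal effect; plate controls were vehicle for no effect and reference inhibitor for full effect; nearly all actives have a fitted effect of over 55% in size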
Target sequence (P27695 whole entry, looked up): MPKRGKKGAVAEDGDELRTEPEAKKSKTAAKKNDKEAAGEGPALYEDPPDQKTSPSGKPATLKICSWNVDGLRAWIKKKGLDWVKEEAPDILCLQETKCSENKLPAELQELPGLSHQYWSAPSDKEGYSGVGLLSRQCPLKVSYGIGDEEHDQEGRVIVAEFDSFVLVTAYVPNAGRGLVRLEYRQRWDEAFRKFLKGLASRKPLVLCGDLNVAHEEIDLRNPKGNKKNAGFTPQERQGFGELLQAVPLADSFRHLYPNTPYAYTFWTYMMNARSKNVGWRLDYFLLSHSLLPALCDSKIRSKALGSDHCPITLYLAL
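Endonuclease cleavage of a quenched abasic-site DNA duplex (50 nM) by APE1 (0.75 nM) was tracked by TAMRA dequenching. Compounds were preincubated with enzyme 15 min at room temperature; data normalized to buffer-only and DMSO wells plus NSC13755 control.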
Apoferritin bind: qHTS Assay for Identification of Novel General Anesthetics | apoferritin/1-aminoanthracene competitive binding, fluorescence | Potency, µM (top dose mostly 77.5 µM), for the others: at the top dose activity change, negative = displacement, hits mostly inhibitors | 350,000 compounds, 0.074% hits; note: potency is the fitted concentration of half-maximal effect; % is set by controls: 0 for no effect and ±100 for the full control effect; nearly all actives have a fitted effect of over 20% in size
Target sequence (P02791 2-175 limits assumed): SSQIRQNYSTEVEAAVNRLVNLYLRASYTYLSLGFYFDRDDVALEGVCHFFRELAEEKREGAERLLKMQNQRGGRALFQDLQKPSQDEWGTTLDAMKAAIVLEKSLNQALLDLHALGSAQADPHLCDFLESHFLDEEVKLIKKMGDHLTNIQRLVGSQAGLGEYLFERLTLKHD
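Horse-spleen apoferritin (10 uM) in 50% saturated 1-aminoanthracene in PBS was incubated 10 min at room temperature with compound. Fluorescence (ex 380, em 535 nm) was normalized to free and bound 1-AMA, with concentration-response fitted by a four-parameter Hill equation.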
Pol beta inh: qHTS Assay for Inhibitors of DNA Polymerase Beta; P06746; Pol beta primer extension/strand displacement, fluorescence kinetic; Potency, µM (top dose mostly 114 µM), inactives show top-dose activity change, negative = inhibition, usual class: inhibitors; 340,000 compounds, 1.3% hits; note: potency is the fitted concentration of half-maximal effect; % is set by controls: 0 for no effect and ±100 for the full control effect
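Pol beta (10 nM) was preincubated with compound for 15 min at room temperature. The reaction was then started with 50 nM substrate and read immediately and after a further 10 min at room temperature.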
BLM helicase inh: qHTS Assay for Inhibitors of Bloom's syndrome helicase (BLM); RecQ-like DNA helicase BLM (Homo sapiens), P54132; recombinant BLM DNA unwinding, fluorescence dequenching; Potency, µM (series often up to 56.1 µM), for inactives: at the highest dose activity change, negative = inhibition, usual class: inhibitors; 350,000 compounds, 0.2% hits; AID 2528, 2010;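 note: potency is the fitted concentration of half-maximal effect; plate controls were vehicle for no effect and no enzyme for full effect; nearly all actives have a fitted effect of over 35% in size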
LDHA block: qHTS assay for inhibitors of human lactate dehydrogenase; purified LDHA, NADH/diaphorase-resazurin fluorescence; hits give low values; 480,000 compounds, 0.15% hits; AID 1347041, 2019; activity change, % (values are at about 110 or 230 µM); L-lactate dehydrogenase A chain (Homo sapiens), P00338; in the data active = activity change below about -30%; inconclusive = mostly about -25% to -30%;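 note: plate controls were DMSO wells for no effect and wells without enzyme for full effect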
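Resorufin fluorescence (ex540/em590), read at 0 and 20 min after diaphorase/resazurin addition, reports the NADH left after a 5 min room-temperature reaction of 2 nM human LDH5 with 0.06 mM NADH and 0.2 mM pyruvate.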
GRP78 ERSR act: qHTS for Inducers of the Endoplasmic Reticulum Stress Response (ERSR) in Human Glioma: qHTS; U87-MG GRP78 promoter luciferase reporter, 16 h; Potency, µM, for inactives: at the top dose activation, actives largely listed as activators; 420,000 compounds, 0.02% hits; AID 602332, 2012; note: potency is the fitted concentration of half-maximal effect; series mostly up to about 76 µM; % of control where 0% means no effect; nearly all actives have a fitted effect of over 35% in size
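Stably transfected U87-MG human glioma cells carrying a GRP78-based luminescent sensor were seeded at 1000 cells/well, pin-dosed with compounds and incubated 16 h. Luciferase reagent was then added, and end-point luminescence was read after 10 min at room temperature.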
Pol iota inh: qHTS for Inhibitors of Polymerase Iota | Potency, µM (titrated, usually from 115 µM), without a hit: at the top dose activity, negative = inhibition, most hits filed as inhibitors | Pol iota fluorescent replication assay, 10 min | 390,000 compounds, 1% hits; note: potency is the fitted concentration of half-maximal effect
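Pol iota at 10 nM preincubated 15 min with compounds at room temperature; reaction started with fluorescent substrate, 50 nM final. Fluorescence read kinetically at 0 and 10 min; buffer-only wells as negative control.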
POLK inh: qHTS for Inhibitors of Polymerase Kappa; DNA polymerase kappa (Homo sapiens), Q9UBT6; purified Pol kappa, fluorescent DNA synthesis assay, 10 min; Potency, µM (highest dose often 107 µM), inactives show top-dose activity, negative = inhibition, most hits filed as inhibitors; 400,000 compounds, 0.53% hits; note: potency is the fitted concentration of half-maximal effect; % is set by controls: 0 for no effect and ±100 for the full control effect
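Kinetic fluorescence screen: compound preincubated 15 min RT with 10 nM enzyme; 50 nM substrate (final) initiates; reads at 0/10 min.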
* hit, by the source's call; ? = inconclusive; . = not tested or not shown; & = joins results of further samples; [ ] = dose if it differs, or a comment. Unless noted, calls come from the whole dose curve; as a rule, active = well fitted curve in the direction sought with a large enough effect; inconclusive = small, poorly fitted or top-dose-only effect, or another doubt; inactive = no such curve, though single readings can be large; an effect the other way counts as inactive or inconclusive.

1. O=C(CC1SC(=Nc2ccc(OC(F)F)cc2)N(CCC2=CCCCC2)C1=O)Nc1ccccc1F (stereo not given)
2. Cc1ccccc1NC(=S)NNC(=O)c1ccco1
3. Cc1sc(NC(=O)C2C3CCC(O3)C2C(=O)O)c(C(=O)OC(C)C)c1-c1ccc(Cl)cc1 (stereo not given)
4. COc1ccc(C)cc1-n1c(SCC(=O)NCC2CCCO2)nc2c([nH]c3ccccc32)c1=O (stereo not given)
5. CCSc1ccccc1C(=O)N1CCN(c2ccccc2F)CC1
6. COc1ccc(CN2CCC(N3CC(C)OC(C)C3)CC2)c(OC)c1 (stereo not given)
compound no.,1,2,3,4,5,6
APE1 inh,16%,38%,23%,-4%,18%,-9%
GRP78 ERSR act,-4%,2%,-4%,-3%,8%,-6%
LDHA block,-1,-4,-7,-1,-3,-32*
Pol eta inh,-21%,-22%,-13%,-10%,-16%,-1%
Pol beta inh,3%,22%,14%,18%,-1%,4%
POLK inh,-3%,4%,-1%,-19%,-6%,-9%
Pol iota inh,-3%,7%,-10%,3%,5%,3%
BLM helicase inh,-15%,-2%,-1%,1%,-3%,2%
Apoferritin bind,5%,-3%,-4%,-11%,-1%,-3%

7. O=C(Nc1nc(-c2ccccc2)c(-c2ccccc2)s1)c1ccc(S(=O)(=O)N2CCCCC2)cc1
8. O=C(CSC(=S)N1CCOCC1)N1N=CCC1c1ccccc1 (stereo not given)
9. CCN(CC)S(=O)(=O)c1ccc(NC2c3ccccc3C(=O)N2c2ccc(C)cn2)cc1 (stereo not given)
10. O=C1c2ccccc2C(=O)C1c1ccc(Br)cc1
11. C[C@H](CO)N1C[C@H](C)[C@@H](CN(C)S(=O)(=O)c2ccccc2)Oc2c(NS(=O)(=O)c3ccccc3)cccc2C1=O
12. CN(/N=C/c1c[nH]c2ccccc12)c1cnn(-c2ccc(F)c(Cl)c2)c(=O)c1Cl
compound no.,7,8,9,10,11,12
APE1 inh,-5%,-3%,3%,4%,32%,-4%
GRP78 ERSR act,-4%,1%,-4%,3%&3%,-2%,0%
LDHA block,-1,9,-2,-6,2,-5
Pol eta inh,-4%,-14%,-16%,-5%,-13%,-10%
Pol beta inh,10%,8%,11%,1%,.,1%
POLK inh,-2%,2%,-17%,-25%,16%,10%
Pol iota inh,28%,?,-3%,-7%,23%,5%
BLM helicase inh,-6%,-5%,-3%,-2%&1%,.,-5%
Apoferritin bind,1%,?,-13%,-4%,.,4%

13. C=CCNC(=O)CC(=O)N/N=C/c1cccc(Br)c1
14. COC(=O)[C@H]1[C@H]2C[C@H]3c4[nH]c5ccccc5c4CCN3C[C@H]2CC[C@@H]1O
15. Cc1cc(=O)n2[nH]c(-c3ccco3)nc2n1
16. O=C(Nc1cc(Cl)ccc1O)C1CC(c2ccccc2Cl)=NO1 (stereo not given)
17. CCOc1ccc(NC(=O)c2cnccn2)cc1
18. CSc1ccc(Cl)c(C(=O)N2CCN(CC(=O)N3CCCC3)CC2)c1
compound no.,13,14,15,16,17,18
APE1 inh,-3%,-3%&-5%,10%,0%,-4%,22%
GRP78 ERSR act,-1%,-3%&-1%&-3%,2%,1%,1%,-4%
LDHA block,0,-1,2,0,5,-1
Pol eta inh,1%,-5%[57.1 µM],-13%,?,-7%,-23%
Pol beta inh,0%,-3%[57.1 µM],4%,-19%,?,.
POLK inh,-14%,3%[60.1 µM],-6%,-15%,-3%,2%
Pol iota inh,11%,-6%[58.9 µM],?,2%,?,17%
BLM helicase inh,1%,0%,0%,-18%,-9%,.
Apoferritin bind,-18%,-5%,-7%,-20%,1%,.

19. Cc1cccc(NC(=O)CCN2C(=O)c3ccccc3C2=O)c1
20. COc1ccc(-c2nc(N)nc(C)c2Oc2ccccc2Br)c(O)c1
21. CC(C)(Oc1ccc(Cl)cc1)C(=O)N/N=C/c1cn[nH]c1-c1ccccc1
22. CCN(Cc1ccc(OC)c(F)c1)C(=O)/C=C/c1ccc(S(=O)(=O)N2CCOCC2)cc1
23. COc1nc2ccccc2nc1OC
24. CN(C)CCCNC(=O)C[C@H]1C[C@H](C(=O)N2CCCCC2)[C@@]2(C)c3[nH]c4cc(CCC(=O)N(C)C)ccc4c3CCN2C1=O
compound no.,19,20,21,22,23,24
APE1 inh,14%,-6%,4%,-1%,-1%,-10%
GRP78 ERSR act,0%,-15%,-3%,-3%,-4%,1%
LDHA block,-3,3,7,-4,-16,-10
Pol eta inh,0%,?,-14%,-8%,-7%,-7%
Pol beta inh,41%,?,?,.,30%,.
POLK inh,-21%,-13%,-10%,-6%,-1%,-4%
Pol iota inh,19%,-12%,1%,-6%,-9%,?
BLM helicase inh,-1%,-15%,0%,.,0%,.
Apoferritin bind,8%,-6%,0%,.,-2%,.

Sorted by formula weight (largest number first): part of the list above.
24. CN(C)CCCNC(=O)C[C@H]1C[C@H](C(=O)N2CCCCC2)[C@@]2(C)c3[nH]c4cc(CCC(=O)N(C)C)ccc4c3CCN2C1=O
11. C[C@H](CO)N1C[C@H](C)[C@@H](CN(C)S(=O)(=O)c2ccccc2)Oc2c(NS(=O)(=O)c3ccccc3)cccc2C1=O
22. CCN(Cc1ccc(OC)c(F)c1)C(=O)/C=C/c1ccc(S(=O)(=O)N2CCOCC2)cc1
20. COc1ccc(-c2nc(N)nc(C)c2Oc2ccccc2Br)c(O)c1
21. CC(C)(Oc1ccc(Cl)cc1)C(=O)N/N=C/c1cn[nH]c1-c1ccccc1
18. CSc1ccc(Cl)c(C(=O)N2CCN(CC(=O)N3CCCC3)CC2)c1
16. O=C(Nc1cc(Cl)ccc1O)C1CC(c2ccccc2Cl)=NO1 (stereo not given)
13. C=CCNC(=O)CC(=O)N/N=C/c1cccc(Br)c1
compound no.,24,11,22,20,21,18,16,13
APE1 inh,-10%,32%,-1%,-6%,4%,22%,0%,-3%
GRP78 ERSR act,1%,-2%,-3%,-15%,-3%,-4%,1%,-1%
LDHA block,-10,2,-4,3,7,-1,0,0
Pol eta inh,-7%,-13%,-8%,?,-14%,-23%,?,1%
Pol beta inh,.,.,.,?,?,.,-19%,0%
POLK inh,-4%,16%,-6%,-13%,-10%,2%,-15%,-14%
Pol iota inh,?,23%,-6%,-12%,1%,17%,2%,11%
BLM helicase inh,.,.,.,-15%,0%,.,-18%,1%
Apoferritin bind,.,.,.,-6%,0%,.,-20%,-18%

19. Cc1cccc(NC(=O)CCN2C(=O)c3ccccc3C2=O)c1
17. CCOc1ccc(NC(=O)c2cnccn2)cc1
15. Cc1cc(=O)n2[nH]c(-c3ccco3)nc2n1
compound no.,19,17,15
APE1 inh,14%,-4%,10%
GRP78 ERSR act,0%,1%,2%
LDHA block,-3,5,2
Pol eta inh,0%,-7%,-13%
Pol beta inh,41%,?,4%
POLK inh,-21%,-3%,-6%
Pol iota inh,19%,?,?
BLM helicase inh,-1%,-9%,0%
Apoferritin bind,8%,1%,-7%

Not all compounds are listed, so the mix of outcomes need not match the whole.
